Source: PubChem BioAssay
M. tuberculosis HTS = M. tuberculosis growth inhibition, HTS (AID 449762); M. tuberculosis H37Rv growth inhibition, 7H9 media; higher % means a stronger effect; inhibition, % at 25 µM; hits with a dose series show IC50 in µM; 0.59% of 330,000 active; in the data active = a potency from the dose series; inconclusive = inhibition above about 70% without an active follow-up result;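 also: bacterial growth assessed after seven days of incubation; strong numbers were not always called active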
H1N1 NS1A inhibition = H1N1 influenza NS1A inhibitors, functional cell based assay (AID 504329); NS1A functional cell-based assay, percent inhibition; higher % means a stronger effect; one-dose inhibition, % at 12.5 µM; IC50 in µM for titrated hits; 0.3% of 340,000 active; in the data active = a potency from the dose series; inconclusive = inhibition above about 27% without an active follow-up result; also: strong numbers were not always called active
Salmonella PhoP GFP = PhoP regulon inhibitors, Salmonella typhi PhoP promoter GFP reporter, confirmatory (AID 1850) | Salmonella Typhi PhoP-promoter GFP reporter, fluorescence, 4 h; higher % means a stronger effect | inhibition, % at 50 µM, or IC50 in µM where a hit was titrated | 0.33% of 310,000 active; in the data active = a potency from the dose series; inconclusive = inhibition mostly from about 25% at the one dose, without a potency; inactive = the rest, 99 in 100 with inhibition below about 19%;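 also: 0% = induced wells with vehicle and 100% = uninduced wells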
VEEV TC-83 Vero = inhibitors of VEEV TC-83 cytopathic effect, confirmation, Vero cells (AID 588727). Vero cells, VEEV TC-83 cytopathic effect inhibition; higher % means a stronger effect. inhibition, % at 20 µM, or IC50 in µM where a hit was titrated. 0.13% of 350,000 active; in the data active = a potency from the dose series; inconclusive = inhibition mostly from about 14% at the one dose, without a potency; inactive = the rest, 99 in 100 with inhibition below about 12%; also: strong numbers were not always called active
tuberculosis growth = growth inhibition of non-replicating M. tuberculosis (AID 488890). 0.39% of 320,000 active. Mycobacterium tuberculosis non-replicating, growth inhibition; higher % means a stronger effect. inhibition, % at 25 µM; hits with a dose series show IC50 in µM; in the data active = a potency from the dose series; inconclusive = inhibition mostly from about 82% at the one dose, without a potency; inactive = the rest, 99 in 100 with inhibition below about 76%;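 also: plate controls were DMSO cells for no effect and high antibiotic wells for full effect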
VEEV TC-83 Vero 10K pilot screen = second read-out of VEEV TC-83 Vero, no call of its own (marks repeat the call); inhibition, %; measured here: 10K pilot screen inhibition
Numbers without * were called inactive; i = inactive; ? = inconclusive; . = not tested or not shown.

SMILES | M. tuberculosis HTS | H1N1 NS1A inhibition | Salmonella PhoP GFP | VEEV TC-83 Vero | tuberculosis growth | others
O=C(CCn1c(=O)oc2ccccc21)Nc1ccccc1 | -4% | -1% | 7% | 5.4% | -1%
CCN(C(=O)COC(=O)CCOc1ccc(C(C)(C)C)cc1)c1c(N)n(Cc2ccccc2)c(=O)[nH]c1=O | . | 3% | . | 1.9% | .
O=C(COC(=O)c1n[nH]c2ccccc12)NCCc1ccc(Cl)cc1 | -10% | -8% | . | i | .
Cc1cccc(OCC(O)Cn2c(=N)n(CCN3CCOCC3)c3ccccc32)c1 (centres undefined) | 1% | 8% | -9% | i | 12% | VEEV TC-83 Vero 10K pilot screen=0.4
COc1ccc(CN(C)CC(=O)Nc2c(C)cccc2C)c(OC)c1 | -2% | 3% | -21% | i | 14%
COc1ccc(Cc2nnc(NC(=O)C3CCCO3)s2)cc1 (centres undefined) | -8% | -3% | -3% | 5.4% | -3%
Cc1ccc(S(=O)(=O)N(CC(=O)O)Cc2ccccc2F)cc1 | 4% | -1% | -7% | 3.5% | 7%
COc1ccc(CCNC(=O)C2CCN(C(=O)c3ccc(C(C)(C)C)cc3)CC2)cc1 | 10% | 18% | -2% | 2.7% | 16%
CCN(CC)C(=O)c1nc[nH]c1C(=O)O[C@@H](C)c1ccccc1 | 11% | -5% | . | 0.4% | .
CCOc1ccc(C(=O)Nc2ccc(NC(=O)c3ccco3)c(Cl)c2)cc1Br | 5% | 6% | -5% | 5.7% | -7%
COC(=O)C1=C(c2cc3ccccc3s2)C[C@@H]2CC[C@H]1N2C(=O)NCc1ccc(F)cc1 | 35% | -3% | 1% | 2.8% | 14%
COc1cccc(CNC(=O)C2CCCN(S(=O)(=O)c3ccc4c(c3)C(C)(C)C(=O)N4C)C2)c1 (centres undefined) | -4% | -7% | -17% | 6.3% | 11%
O=C(Nc1ccc(N2CCN(C(=O)c3ccco3)CC2)cc1)c1ccc([N+](=O)[O-])cc1Cl | -3% | -10% | -12% | 2.9% | 22%
COC(=O)/C(=C(/F)SCC(C)=O)C(F)(F)F | -7% | . | -2% | . | 13%
O=C(CSc1nnc(NC(=O)c2ccccc2Cl)s1)NC1CC1 | -3% | 0% | -3% | 0.5% | 48%
CCNc1ccc(N=Nc2c(C)n(C)n(-c3ccccc3)c2=O)cc1 | 17% | . | 1% | 6.8% | 6%
Cc1c(C(=O)N2CCCCC2)c(S(=O)(=O)N2CCc3ccccc32)c(C)n1C | 5% | 1% | 1% | 0.8% | -3%
CC1(C)Cc2c(sc3nc4n(c(=N)c23)CCC4)CO1 | -6% | 1% | -12% | 1.6% | -3%
CCCCCC(=O)N=Nc1c(O)[nH]c2ccc([N+](=O)[O-])cc12 | -10% | 4% | -24% | 1.0% | -12%
Cc1ccc(CSc2ccc(-c3ccco3)nn2)cc1 | -7% | -3% | -7% | 0.2% | 71% | VEEV TC-83 Vero 10K pilot screen=1.0
CCOc1cc(NC(=O)C2CCCCC2)c(OCC)cc1NC(=O)c1ccco1 | 0% | -4% | -10% | 0.1% | 14%
Cc1cc(NC(=O)/C=C/C(=O)N(c2ccccc2C)C(C(=O)NC2CCCC2)c2ccc(F)cc2)no1 (centres undefined) | 65% | 2% | 26% | 31% | 17%
O=C(NC(=S)Nc1ccccc1N1CCCCC1)c1ccco1 | 13% | 5% | -5% | 6.5% | 16%
COc1ccc(C(=O)NCC2CCCN2S(=O)(=O)c2cccs2)cc1OC (centres undefined) | -2% | 3% | -2% | i | 0%
O=C(NCCNS(=O)(=O)c1ccc(C(F)(F)F)cc1)N1CCOCC1 | -2% | -2% | -1% | 1.4% | 26%

A draw from above in order of heavy-atom count, descending:
SMILES | M. tuberculosis HTS | H1N1 NS1A inhibition | Salmonella PhoP GFP | VEEV TC-83 Vero | tuberculosis growth | others
CCN(C(=O)COC(=O)CCOc1ccc(C(C)(C)C)cc1)c1c(N)n(Cc2ccccc2)c(=O)[nH]c1=O | . | 3% | . | 1.9% | .
Cc1c(C(=O)N2CCCCC2)c(S(=O)(=O)N2CCc3ccccc32)c(C)n1C | 5% | 1% | 1% | 0.8% | -3%
COC(=O)/C(=C(/F)SCC(C)=O)C(F)(F)F | -7% | . | -2% | . | 13%

Going on with the list.
SMILES | M. tuberculosis HTS | H1N1 NS1A inhibition | Salmonella PhoP GFP | VEEV TC-83 Vero | tuberculosis growth | others
COc1ccc(-c2ccc(C#N)c(SCC(=O)Nc3sc4c(c3C#N)CCC4)n2)cc1 | 3% | 1% | -1% | 2.9% | -13%
COc1ccccc1CCC(=O)NNC(=O)c1ccccc1 | 0% | 2% | 6% | 3.7% | 0%
C=CCNS(=O)(=O)c1ccc2nsnc2c1 | 6% | -7% | -9% | 0.6% | 4%
CCC(C)NC(=O)C(Cc1ccccc1)NS(=O)(=O)c1ccc2c(c1)oc(=O)n2C (centres undefined) | 0% | 5% | -3% | i | -7%
Cc1nn(-c2cccc(Cl)c2)c2nc(C(F)(F)F)[nH]c(=O)c12 | 5% | 1% | -11% | 5.1% | 61%
Cc1ccc(-n2ncc3c(=O)n(CC(=O)N4CCCc5ccccc54)cnc32)cc1C | . | 1% | . | 11% | .
COCCOC(=O)C1=C(C)NC(SCC(=O)NC(C)(C)C)=C(C#N)C1c1ccco1 (centres undefined) | . | 11% | . | 12% | .
Nn1c(SCC(=O)Nc2cc(C(F)(F)F)ccc2Cl)nncc1=O | -4% | 11% | 2% | 7.4% | -11%
Cc1ccc(-c2nnn(CC(=O)NC3CCN(Cc4ccccc4)CC3)n2)cc1 | -3% | 13% | 1% | 0.2% | 2%
CCOC(=O)C1(Cc2ccccc2C(F)(F)F)CCN(CC(O)CO)CC1 (centres undefined) | -3% | -19% | 9% | 1.9% | 3%
COc1ccc(CC(=O)Nc2ccc(C(=O)NC(C)(C)C)cc2)cc1OC | 1% | -4% | 17% | i | -3%
COc1cccc(N2CCN(C(=O)c3ccc(Cl)c(NC4=NC5CS(=O)(=O)CC5S4)c3)CC2)c1 (centres undefined) | 0% | 3% | 0% | 12% | -12%
CCC(C)[C@H]1COCCS(=O)(=O)N1Cc1ccccc1 (some centres undefined) | 0% | -12% | 0% | i | -5%
Cc1c(O)ccc(/C(Cc2ccc3ccccc3n2)=N\O)c1O | -20% | -4% | 7% | 0.8% | 1%
CCCCOC(=O)CSC(=S)N(C)Cc1cccs1 | -2% | -10% | -2% | 1.5% | ?
COc1ccccc1NC(=O)COC(=O)/C=C/c1ccccc1[N+](=O)[O-] | 30% | -3% | 7% | 0.3% | .
CC(C)Oc1ccc(/C=N/NC(=O)C(CSCc2ccccc2)NC(=O)c2ccc([N+](=O)[O-])cc2)cc1 (centres undefined) | -7% | 6% | -10% | 0.7% | 22%
O=C(CSc1nc(Cc2ccccc2)nc2ccccc12)Nc1ccc2c(c1)OCCO2 | 10% | -4% | -1% | i | 9%
Cc1nc2ccc(NC(=O)C(F)(F)F)cc2o1 | ? | -6% | 9% | 2.6% | 19%
CN(C)CCCN(C(=O)c1ccc(S(=O)(=O)N2CCCCCC2)cc1)c1nc2c(F)cc(F)cc2s1 | 2% | 11% | 6% | 4.2% | -12%
COc1ccccc1-c1cc(C(F)(F)F)nc(N2CCCCC2)n1 | -1% | -12% | -10% | i | -1%
O=C1c2ccccc2C(=O)N1CCc1nc2ccccc2c(=O)n1CCCn1ccnc1 | 1% | -7% | -6% | 2.3% | -19%
Cc1oc(-c2ccccc2F)nc1CS(=O)(=O)CC(=O)NCCCN1CCc2ccccc2C1 | -6% | -2% | -3% | 0.6% | 41%
O=S(=O)(c1ccccc1)N1CCN(C(=S)NCCc2ccccc2)CC1 | 9% | -7% | -3% | 1.6% | 1%
COc1ccc(/C(O)=C2/C(=O)C(=O)N(Cc3ccco3)C2c2cccs2)cc1 (centres undefined) | -13% | 0% | -16% | 0.2% | 9%

Later entries
SMILES | M. tuberculosis HTS | H1N1 NS1A inhibition | Salmonella PhoP GFP | VEEV TC-83 Vero | tuberculosis growth | others
CCOc1ccc(S(=O)(=O)N2CCN=C2c2ccccc2)c(C)c1C | -8% | -1% | -10% | 1.4% | 0%
C[C@H](CO)N1C[C@H](C)[C@@H](CN(C)S(C)(=O)=O)Oc2c(NC(=O)C3CC3)cccc2C1=O | 1% | 1% | . | i | -4% | VEEV TC-83 Vero 10K pilot screen=0.0
CCCCNc1nc(CC)c2c(c1C#N)CCCC2 | 5% | -10% | 2% | 3.8% | -2%
CC1=C(C(=O)OC(C)C)[C@@H](c2ccc(C)o2)NC(=O)N1 | 4% | -5% | -3% | i | -10%
O=C1CC(NC23CC4CC(CC(C4)C2)C3)C(=O)N1c1ccc2c(c1)OCO2 (centres undefined) | -16% | -1% | -12% | 2.8% | -1%
COc1ccc(/C=C2/N=C3CCCCCN3C2=O)cc1 | 2% | 5% | -3% | 0.2% | -4%
O=C1c2cccc3cccc(c23)C(=O)N1Nc1ccccc1 | 1% | 1% | -13% | 2.6% | -6%
CCOCCN1CCN(c2c(C)c(C)nc3cc(-c4cc(OC)cc(OC)c4)nn23)CC1 | -16% | 16% | -2% | 8.5% | 57%
Cc1cccc(N(Cc2cc3ccc(C)cc3[nH]c2=O)S(=O)(=O)c2ccccc2)c1 | 5% | 6% | -6% | 9.2% | 9%
CCCNC(=O)c1ccc(N2CCC3(CC2)CC(c2cccc(Br)c2)=NO3)c(NC(=O)c2cccc(C)c2)c1 | 5% | -1% | 0% | 1.0% | -16%
CC(=O)Nc1ccc(Cl)c(-c2nc3ncccc3o2)c1 | 10% | -5% | -5% | 0.9% | 1%
CC(OC(=O)/C(C#N)=C/c1ccco1)C(=O)N(C)c1ccccc1 (centres undefined) | -10% | -24% | . | 4.8% | 7%
Nc1ncnc2c1ncn2[C@@H]1O[C@H](CNCc2ccc(OCC(=O)Nc3ccccn3)cc2)[C@@H](O)[C@H]1O | 5% | -8% | . | 0.1% | 9%
OCC[C@H]1C[C@@H](O)[C@H](O)[C@@]2(Cc3ccccc3O2)O1 | 1% | -4% | -9% | i | -10%
CCC(C)(NC(=O)c1ccc(=O)[nH]c1)C(=O)NC1CCCC1 (centres undefined) | -3% | -4% | . | 1.4% | .
O=C(c1cnn2c(C(F)F)cc(-c3ccccc3)nc12)N1CCc2ccccc21 | -3% | 4% | -4% | 0.7% | -3%
CC1CC(=O)N(c2ccc(NCc3ccccc3Cl)c([N+](=O)[O-])c2)C1=O (centres undefined) | -4% | 9% | 2% | i | 1%
COc1cccc(-c2c(C#N)c(N)nc3c2c(=O)nc2sccn23)c1 | 1% | . | -16% | . | -5%
COc1ccc(NC(=O)Nc2cccc3c2O[C@H](CN(C)S(=O)(=O)c2cn(C)cn2)[C@@H](C)CN([C@H](C)CO)C3=O)cc1 | 9% | -10% | . | 2.7% | -12%
COc1ccc(C(=O)NCc2nnc(SCCOc3ccccc3)n2C)cc1 | -2% | 2% | 8% | i | 25%
Cc1cccc(C)c1NC1=C(Cl)C(=O)OC1OC(C)C (centres undefined) | 0% | -1% | -1% | 0.5% | -12%
CCOc1cc(CNCCc2ccc(S(N)(=O)=O)cc2)ccc1OCc1ccccc1 | 0% | 5% | 3% | i | 29% | VEEV TC-83 Vero 10K pilot screen=0.2
O=C(Nc1ccc(NC(=O)c2cccs2)cc1)c1ccccc1 | 11% | 11% | -5% | 1.0% | -4%
CC1CCCC(C)N1CCOc1cc(N)ccc1C#N (centres undefined) | . | 5% | . | 1.7% | .
CC(=O)Nc1ccc(S(=O)(=O)NCCC(=O)OCCN2C(=O)c3ccccc3C2=O)cc1 | -6% | 1% | -11% | 0.7% | -13%

Next part
SMILES | M. tuberculosis HTS | H1N1 NS1A inhibition | Salmonella PhoP GFP | VEEV TC-83 Vero | tuberculosis growth | others
CCOC(=O)N1CCN(C(=O)CN(Cc2ccccc2)S(=O)(=O)c2ccc(OC)c(Cl)c2)CC1 | -1% | 6% | 2% | i | 18%
Cc1ccc(C)n1-c1nn(S(=O)(=O)c2cccc(C(F)(F)F)c2)c2cccc(F)c12 | 3% | . | 3% | 1.9% | 31%
Cn1cccc1Cc1nnc(SCC(=O)Nc2nccs2)n1C | 6% | -1% | 3% | 1.2% | 2%
CN(C)C(=C(C#N)C#N)N1CCN(c2ccc(Cl)cc2)CC1 | -12% | 4% | 10% | 2.4% | -1% | VEEV TC-83 Vero 10K pilot screen=0.3
CN(C)C(CNS(=O)(=O)c1cc([N+](=O)[O-])ccc1Cl)c1ccco1 (centres undefined) | -4% | 5% | . | i | 12%
CC1(c2cccc(Br)c2)NC(=O)N(CC(=O)c2ccc3c(c2)OCCO3)C1=O (centres undefined) | 10% | -15% | . | 4.0% | 20%
